# From PubChem
# KCNK3 block = human KCNK3 channel inhibitors, primary screen, CHO cells, FluxOR thallium flux, B-score; Potassium channel subfamily K member 3 (Homo sapiens), O14649; FluxOR fluorescence; active compounds read low; B-score at 10 µM; 0.84% of 340,000 active; AID 602410, 2012;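 active means B-score under library mean minus 4 SD, starting fluorescence ratio at most library mean plus 5 SD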;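 further: more negative B-score means stronger inhibition of thallium flux through KCNK3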
# KCNQ1 inh = inhibitors of human KCNQ1 channel, primary screen, cell-based, thallium flux, high-throughput | CHO-K1 KCNQ1, FluxOR thallium flux fluorescence; active compounds read high | B-score at 10 µM | 1.3% of 310,000 active | AID 2642, 2010;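 active means compounds whose thallium flux B-score, printed positive for inhibition, exceeds three library SD while starting fluorescence stays within three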;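 further: channel opened by potassium depolarization with thallium stimulus after 20 min compound exposure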
# Target sequence (P51787 whole entry, looked up): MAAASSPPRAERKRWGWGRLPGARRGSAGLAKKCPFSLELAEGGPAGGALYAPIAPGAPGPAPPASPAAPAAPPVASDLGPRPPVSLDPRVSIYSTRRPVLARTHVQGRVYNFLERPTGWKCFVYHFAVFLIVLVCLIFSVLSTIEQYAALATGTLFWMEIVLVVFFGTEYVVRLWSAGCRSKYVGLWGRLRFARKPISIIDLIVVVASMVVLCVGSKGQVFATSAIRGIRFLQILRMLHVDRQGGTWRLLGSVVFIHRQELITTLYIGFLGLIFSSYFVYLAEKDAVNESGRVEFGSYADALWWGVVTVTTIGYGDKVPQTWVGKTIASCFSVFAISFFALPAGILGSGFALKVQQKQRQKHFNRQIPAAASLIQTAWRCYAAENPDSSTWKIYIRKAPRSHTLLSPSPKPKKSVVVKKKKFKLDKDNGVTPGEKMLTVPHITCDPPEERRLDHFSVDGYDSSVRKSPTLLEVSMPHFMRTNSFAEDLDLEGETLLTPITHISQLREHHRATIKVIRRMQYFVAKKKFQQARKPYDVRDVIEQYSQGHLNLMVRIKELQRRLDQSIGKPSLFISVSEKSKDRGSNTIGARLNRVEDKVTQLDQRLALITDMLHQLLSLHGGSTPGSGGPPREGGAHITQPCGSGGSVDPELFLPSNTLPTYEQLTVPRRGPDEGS
# KCNQ1 pot = potentiators or activators of KCNQ1 channel, primary screen, cell-based, thallium flux, high-throughput. CHO-K1 KCNQ1, thallium flux FluxOR fluorescence; active compounds read high. B-score at 10 µM. 0.35% of 310,000 active;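 active means fluorescence ratio B-score, a plate-corrected score, at least three library SD, with initial intensity B-score within 5 SD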
#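 assay system = KCNQ1-transfected CHO-K1 cells | medium = assay buffer with matched DMSO | probe or stimulus = depolarizing K+/Tl+ stimulus, K2SO4 and Tl2SO4 each 12.5 mM in 5x stock | dosing = single dose | incubation = dye 90 min, compound 20 min, room temperature | detection = kinetic FluxOR fluorescence, 10 s baseline plus 110 s post-stimulus | evaluation = ratio B score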
# TMEM16A inh = TMEM16A chloride channel inhibitors, primary screen, cell-based, HTS. Anoctamin-1 (Mus musculus), Q8BHY3. HEK293 TMEM16A/YFP iodide influx fluorescence, ionomycin. normalized B-score (activity score, 25-100; higher = stronger inhibition) at 10 µM. 1.2% of 310,000 active;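 active means ratio plate-corrected score three or more library SD toward inhibition, starting fluorescence score within five deviations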;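 further: score derived from kinetic fluorescence span divided by baseline fluorescence per well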
# MrgX1 agonist = agonists of human MrgX1 receptor, primary screen, HEK293 cells, Fluo-4 calcium flux | Mas-related G-protein coupled receptor member X1 (Homo sapiens), Q96LB2 | Fluo-4 calcium fluorescence, agonist mode; active compounds read high | B-score at 10 µM | 0.44% of 310,000 active | AID 588627, 2011;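 active means calcium response B-score plate-corrected fluorescence ratio at least 3 library SD, with starting fluorescence B-score inside 5 SD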
# Target sequence (Q96LB2 whole entry, looked up): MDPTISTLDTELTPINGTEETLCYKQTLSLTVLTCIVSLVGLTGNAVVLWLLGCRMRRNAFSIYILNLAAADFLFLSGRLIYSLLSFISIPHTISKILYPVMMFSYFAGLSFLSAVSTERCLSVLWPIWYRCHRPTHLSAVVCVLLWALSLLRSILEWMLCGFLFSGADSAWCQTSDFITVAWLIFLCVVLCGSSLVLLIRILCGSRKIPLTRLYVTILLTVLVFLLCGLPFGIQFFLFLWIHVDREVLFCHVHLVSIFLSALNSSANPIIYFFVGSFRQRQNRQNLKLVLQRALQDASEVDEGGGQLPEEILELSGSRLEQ
#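 Material – MrgX1-expressing HEK293 cells · Input – 15,000 cells seeded per well · Dosing – compound as first of three additions · Times – overnight seeding, then 1 h dark dye loading · Measured by – kinetic Fluo-4 NW fluorescence of intracellular calcium · Read-out – B-scored fluorescence response ratio · Benchmarks – positive and negative control wells on each plate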
# RGS4 pot = RGS4 potentiators or activators, primary screen, cell-based, HEK293 M3R inducible RGS4, calcium flux; 0.92% of 310,000 active; B-score at 10 µM; carbachol calcium flux Fluo4; active compounds read low;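 active means B-score of the integrated calcium signal more than 4 SD below the library mean, with starting fluorescence not abnormally high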;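 further: negative B-score means reduced calcium response which marks RGS4 activation or potentiation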
#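 Reagent: ECmax carbachol challenge; Test system: M3R-expressing HEK293 line, RGS4 induced by doxycycline; Schedule: overnight RGS4 induction, 30 min dye load 37 °C, 20 min compound RT; Detection: calcium dye Fluo4 fluorescence; Read-out: Agonist-evoked peak-minus-minimum fluorescence over baseline, integrated ratio, B score.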
# KCNK9 block = KCNK9 potassium channel inhibitors, primary screen, HEK293 cells, thallium flux; AID 488922, 2010; FluxOR thallium flux fluorescence; active compounds read low; Potassium channel subfamily K member 9 (Homo sapiens), Q9NPC2; B-score at 10 µM; 1.2% of 310,000 active;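 active means ratio B-score over 3 SD below the library mean, with starting fluorescence within 5 SD of its mean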;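 further: negative B-score means less thallium flux so channel inhibition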
# hERG protect = hERG rescue from dofetilide block, primary screen, cell-based, CHO-hERG, FluxOR thallium flux, dofetilide IC70. 0.51% of 310,000 active. activation (rescue from dofetilide block), less the hit threshold, % at 10 µM. AID 1511, 2009. dofetilide IC70 present. Voltage-gated inwardly rectifying potassium channel KCNH2 (Homo sapiens), Q12809;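 active means activation above the mean of controls blocked by dofetilide plus 5 SD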;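 further: thallium influx through hERG after potassium depolarization seen as dye fluorescence rise; in these data hits start at about 4.7%; inactives centre near -7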
# TMEM16A act = TMEM16A chloride channel activators or potentiators, primary screen, cell-based, HTS; AID 623877, 2012; Anoctamin-1 (Mus musculus), Q8BHY3; B-score at 10 µM; HEK293 TMEM16A/YFP-H148Q/I152L, iodide quench fluorescence; active compounds read low; 0.3% of 340,000 active;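 active means fluorescence-ratio B-score plate-corrected deviation score at least 3 library SD below zero, with starting fluorescence score within 5 deviations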;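 further: channel opened by trigger with iodide after compound preincubation; score built on the fluorescence ratio of max minus min over baseline; more negative score means more quench and so TMEM16A activation or potentiation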
# MrgX1 allo act = positive allosteric modulators of MrgX1, primary screen, HEK293 cells, Fluo-4 calcium flux; FDSS; active compounds read high; B-score at 10 µM; 0.63% of 310,000 active; AID 588675, 2011;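 active means plate-corrected calcium response at least 3 library SD above typical, normal starting fluorescence, not activating the receptor alone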;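 further: compound read alongside a low EC10 to EC30 dose of BAM8-22 agonist; peak minus trough fluorescence over baseline measured at the second addition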
# RGS4 block = RGS4 inhibitors, primary screen, cell-based, HEK293 M3R inducible RGS4, calcium flux | B-score at 10 µM | Fluo-4 calcium flux; active compounds read high; triggered by carbachol at its EC20 | Regulator of G-protein signaling 4 (Homo sapiens), P49798 | 0.45% of 310,000 active;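 active means B-score, a plate-corrected calcium signal, over three deviations above library mean, with baseline fluorescence within five deviations of library mean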;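 further: RGS4 expression induced by doxycycline in cells with stable M3 receptor; B-score is computed from the integrated fluorescence ratio over baseline after carbachol; higher B-score means a larger calcium signal and so more RGS4 inhibition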
# Starred values were filed as active, the others as inactive; i = inactive; nt = no result given.
no.	Molecule	KCNK3 block	KCNQ1 inh	KCNQ1 pot	TMEM16A inh	MrgX1 agonist	RGS4 pot	KCNK9 block	hERG protect	TMEM16A act	MrgX1 allo act	RGS4 block
1	COc1ccc(NC(=O)C(Cc2ccccc2)NC(=O)c2ccco2)cc1OC (centres undefined)	i	i	i	i	i	i	i	-7	i	i	i
2	NC(=O)c1ccc(NCC2CCCO2)c([N+](=O)[O-])c1 (centres undefined)	i	i	i	i	i	i	i	-6	i	i	i
3	Cc1ccc(C2=NOC(=O)/C2=C\c2ccccc2)cc1	i	i	i	i	i	i	i	-6	i	i	i
4	CCOc1ccc(NC(=O)Cc2ccccc2)c([N+](=O)[O-])c1	i	i	i	i	i	i	i	-2	i	i	i
5	Cc1cc(C(=O)CSc2nnc(N)s2)c(C)n1C1CC1	i	i	i	i	i	i	i	-8	i	i	i
6	Cc1ccc(S(=O)(=O)N2CCCCC2)cc1NC(=O)CSc1nncn1-c1ccccc1	i	i	i	i	i	i	i	-7	i	i	i
7	Cn1c(N)c(C(=O)COC(=O)c2cc(-c3ccco3)nc3ccccc23)c(=O)n(Cc2ccccc2)c1=O	nt	i	i	i	i	i	i	-15	nt	i	i
8	CC(C)O/N=C1\C(=O)N(c2ccccc2)c2ccccc21	i	i	i	i	i	i	i	-11	i	i	i
9	Cn1c(=O)n(CC(=O)Nc2ccccc2)c2ccccc21	i	i	i	i	i	i	i	-9	i	i	i
10	CCOC(=O)C1CCCN(C(=O)c2sc3nc(-c4ccc(F)cc4)cn3c2C)C1 (centres undefined)	i	i	i	i	i	i	i	-20	i	7.3*	i
11	CC(C)(C)c1ccc(-c2nn(CCC#N)cc2/C=N/O)cc1	i	i	i	i	i	i	i	-16	i	i	i
12	CCOC(=O)Cc1csc(NC(=O)c2sc3nc4cc(C)ccc4cc3c2N)n1	i	i	i	i	i	i	i	-13	i	i	i
13	CC(CN1CCOCC1)OC(=O)C(C)(c1ccccc1)c1ccccc1 (centres undefined)	i	i	i	i	i	i	i	-9	i	i	i
14	COc1cc(/C=N/NC(=O)c2cccc(S(=O)(=O)N3CCCC3)c2)cc(OC)c1O	i	i	i	i	i	i	i	-6	i	i	i
15	Cc1ccc(C)c(NC(=O)NCCN2CCCCC2)c1	i	i	i	i	i	i	i	-1	i	i	i
16	COc1ccc(N2CCN(C(=O)Cn3cnc4c3c(=O)n(C)c(=O)n4C)CC2)cc1	i	i	i	i	i	i	i	-4	i	i	i
17	CC1CN(C(=O)Nc2ccc(Br)cc2Cl)CC(C)O1 (centres undefined)	i	i	i	i	i	i	i	-4	i	i	i
18	CCN(c1ccccc1)S(=O)(=O)c1ccc(C(=O)NCCCn2ccnc2)cc1	i	i	i	i	i	i	i	-5	i	i	i
19	O=[N+]([O-])c1ccc(Sc2ccccc2)nc1	i	i	i	i	i	i	i	-7	i	i	i
20	COc1ccc(Nc2nc(-c3cccs3)nc3ccccc23)cc1S(=O)(=O)N1CCOCC1	-11*	i	i	i	i	-7.3*	i	-27	i	i	i
21	CCOc1ccc(NC(=O)CSc2nnc(Cc3ccccc3)c(=O)n2N)cc1	i	i	i	i	i	i	i	-10	i	i	i
22	Cc1ccc(C(=O)C(c2ccccc2)N2Cc3ccccc3C2=N)cc1 (centres undefined)	i	11*	i	100*	i	-8.1*	i	-17	i	i	i
23	O=C(NC1CCCCC1)c1cc(S(=O)(=O)N2CCCC2)ccc1Cl	i	i	i	i	i	i	i	-3	i	i	i
24	CC1C/C(=C/c2cccn2C)C(=O)/C(=C/c2cccn2C)C1 (centres undefined)	i	i	i	i	i	i	i	-33	i	i	i
25	Nc1ccc(Sc2ccccc2)nc1	i	i	i	i	i	i	i	-5	i	i	i
26	Cc1onc(-c2ccccc2)c1C(=O)Nc1nnc(N2CCCCCC2)s1	i	i	i	i	i	i	i	-7	i	i	i
27	COc1ccc(/C(C)=N/Nc2cccc(C(=O)O)c2)cc1OC	i	i	i	i	i	i	i	-11	i	i	i
28	CN1CCN(c2ccc(NC(=O)c3ccc4c(c3)OCCO4)cc2Cl)CC1	i	i	i	i	i	i	i	-1	i	i	i
29	Cc1ccc([N+](=O)[O-])cc1NC(=O)C1CCCC1	i	i	i	i	i	i	i	5.0*	i	i	i
30	CCn1cc(/C=C2/SC(=S)NC2=O)c(C)n1	i	i	i	i	i	i	i	-5	i	i	i
31	CCN(CC)S(=O)(=O)c1ccc(NC2CCN(Cc3ccccc3)CC2)nc1	i	i	i	i	i	i	i	-6	i	i	i
32	Cc1nn(C)c(=O)n1-c1ccc(OCc2ccccc2)cc1	i	i	i	i	i	i	i	-11	i	i	i
33	Cc1c(NC(=O)CC2NC(=O)NC2=O)c(=O)n(-c2ccccc2)n1C (centres undefined)	nt	i	i	i	i	i	i	-15	nt	i	i
34	COc1ccccc1CNC(=O)Cn1cc([N+](=O)[O-])ccc1=O	i	i	i	i	i	i	i	-9	i	i	i
35	Cc1cc2nc(/C=C/c3cccnc3)[nH]c2cc1C	i	i	i	i	i	i	i	-4	i	i	i
36	CC(C)C(=O)Nc1cccc(C(=O)Nc2ccc(S(=O)(=O)N3CCOCC3)cc2)c1	i	i	i	i	i	i	i	-8	i	i	i
37	Cc1ccc(CN2C(=O)C(=O)N(CC(N)=O)C2=O)cc1	i	i	i	i	i	i	i	-1	i	i	i
38	Cc1ccc(NC(=O)N2C3CCCC2CC(NC(=O)C2CC2)C3)cc1 (centres undefined)	i	i	i	i	i	i	i	-7	i	i	i
39	CC(=O)N1CCc2cc(S(=O)(=O)NCCC(=O)NCCc3ccc(C)cc3)ccc21	i	i	i	i	i	i	i	-15	nt	i	i
40	Cc1nc2cc(NS(=O)(=O)c3cccc4cccnc34)ccc2s1	i	i	i	i	i	i	i	1	i	i	i
41	CN(C)/C=C/C(=O)c1ccncc1	i	i	i	i	i	i	i	-7	i	i	i
42	CCNC(=S)N(Cc1cc2c(C)ccc(C)c2[nH]c1=O)C1CCCC1	i	i	i	i	i	i	i	-15	i	i	i
43	CC(C)Cc1nnc(NC(=O)CCC(=O)N2CCN(c3ccccc3)CC2)s1	i	i	i	i	i	i	i	-5	i	i	i
44	CC1CCC/C(=C\Nc2ccc(C(=O)O)c(O)c2)C1=O (centres undefined)	i	i	i	i	i	i	i	-9	i	i	i
45	O=C(CNS(=O)(=O)c1ccc2ccccc2c1)OCc1nnc(-c2ccccc2)o1	i	i	i	i	i	i	i	-22	i	i	i
46	Cc1ccc(/C=N/NC(=O)CSc2nc3ccccc3[nH]2)o1	i	i	i	i	i	i	i	-10	i	i	i
47	CCOC(=O)c1sc(=S)n(-c2ccccc2)c1N	i	i	i	i	i	i	i	-13	i	i	i
48	CCc1nnc(SCC(=O)Nc2nc(C)c(C(=O)N(C)C)s2)n1CC	i	i	i	i	i	i	i	-10	i	i	i
49	CCO/C=C1/C(=O)N(C(C)=O)c2ccccc21	i	i	i	i	i	i	i	-7	i	i	i
50	Cc1nc2sc(C(N)=O)c(N)c2c2c1CCCC2	i	i	i	i	i	i	i	-8	i	i	i

# New compounds follow:
no.	Molecule	KCNK3 block	KCNQ1 inh	KCNQ1 pot	TMEM16A inh	MrgX1 agonist	RGS4 pot	KCNK9 block	hERG protect	TMEM16A act	MrgX1 allo act	RGS4 block
51	COCCSc1ccccc1C(=O)N1CCOCC1	i	i	i	i	i	i	i	-7	i	i	i
52	O=C1NCCCc2nonc21	i	i	i	i	i	i	i	-10	nt	i	i
53	CCCCC(O)CN1CCC(c2ccccc2)CC1 (centres undefined)	i	i	i	i	i	i	i	-4	i	i	i
54	COc1ccc(C2(C(=O)NCc3ccco3)CCCC2)cc1OC	i	i	i	i	i	i	i	-10	i	i	i
55	CSc1nn(-c2ccc(C(=O)OCC(=O)NC(=O)NC(C)C)cc2)c(=S)s1	i	i	i	i	i	i	i	-5	i	i	i
56	COc1cccc(CNC(=O)C2CCCN(c3nc4ccccc4o3)C2)c1 (centres undefined)	i	i	i	i	i	i	i	-11	i	i	i
57	Cc1nnc(NC(=O)c2cccc(S(=O)(=O)N3CCN(C)CC3)c2)s1	i	i	i	i	i	i	i	-8	i	i	i
58	COc1ccc(S(=O)(=O)N2CCCCC2)cc1NC(=O)c1ccc(=O)[nH]c1	i	i	i	i	i	i	i	-7	i	i	i
59	COP(=O)(OC)C(NC(=O)Nc1ccccc1)c1ccccc1 (centres undefined)	i	i	i	i	i	i	i	-4	i	i	i
60	COc1ccccc1NC(=S)NC(NC(=O)CC(C)C)C(Cl)(Cl)Cl (centres undefined)	i	i	i	i	i	i	i	-16	i	i	i
61	CSCCC(NC(=O)c1ccco1)C(=O)OCC(=O)Nc1sccc1C#N (centres undefined)	nt	i	i	i	i	i	i	-9	nt	i	i
62	CC1(C)NC(=O)N(CC(O)COc2ccccc2[N+](=O)[O-])C1=O (centres undefined)	i	i	i	i	i	i	i	-15	i	i	i
63	Cc1cc(C)n2nc(C(=O)N3CCOCC3)nc2n1	i	i	i	i	i	i	i	8.0*	nt	i	i
64	CCCCC[C@H](O)/C=C/[C@@H]1[C@@H](C/C=C\CCCC(=O)O)[C@H]2CO[C@@H]1C2	i	i	i	i	i	i	i	-9	i	i	i

# The order is random. Share with any hit: about 6.3%.
